High-throughput results as filed in PubChem.
GDH-TPI inh: GDH-TPI coupling enzyme inhibitors, primary screen, artefact control for M. tuberculosis FBA inhibitor project, biochemical, absorbance, full deck; GDH-TPI coupled enzyme counterscreen, NADH absorbance; inhibition, % at 4.8 µM; 360,000 compounds, 1.2% hits; in the data active = inhibition above about 30%;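 also: 0% = DMSO wells and 100% = wells lacking the enzyme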
Vc quorum ag: inducers of Vibrio cholerae quorum light production without autoinducers, primary screen, BH1578 luxS cqsA deficient, single point; activation, % at 18.7 µM; AID 588436, 2011; V. cholerae BH1578 lux reporter, luminescence, 6 h; 350,000 compounds, 0.16% hits; in the data active = activation mostly above about 9.7%, no sharp cut-off; also: not every result past the cut was called active; inactives centre near 0; reference of the scale not given here
Y pestis TopoI: Yersinia pestis topoisomerase I inhibitors, primary screen, biochemical, cleavage product accumulation, plate reader, single point; activity, % at 10 µM; 360,000 compounds, 0.064% hits; Y. pestis Topo-I cleavage product accumulation; AID 504884, 2011; in the data active = activity above about 50%, passing the limit was not always enough; also: inactives centre near 2
Mtb FBA inh: Mtb FBA enzyme inhibitors, primary screen, biochemical, fluorescence, strain H37Rv; purified M. tuberculosis FBA, fluorescence read-out; inhibition, % at 1 µM; 360,000 compounds, 2.3% hits; AID 588726, 2011; in the data active = inhibition above about 27%;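 also: 0% = vehicle and 100% = reference inhibitor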
Target sequence (P9WQA3 whole entry, looked up): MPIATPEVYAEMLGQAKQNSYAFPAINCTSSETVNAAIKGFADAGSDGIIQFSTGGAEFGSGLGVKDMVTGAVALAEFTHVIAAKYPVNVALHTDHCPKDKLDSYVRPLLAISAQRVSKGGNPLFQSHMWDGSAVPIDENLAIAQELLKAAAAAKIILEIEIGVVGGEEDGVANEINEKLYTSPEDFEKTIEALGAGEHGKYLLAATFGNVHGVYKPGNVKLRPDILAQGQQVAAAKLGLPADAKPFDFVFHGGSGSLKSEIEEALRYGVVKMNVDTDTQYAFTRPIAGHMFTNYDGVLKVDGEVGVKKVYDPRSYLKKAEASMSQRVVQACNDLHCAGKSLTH
BioA inh: M. tuberculosis BioA enzyme inhibitors, primary screen, biochemical, plate reader, single point, HTS; 360,000 compounds, 0.096% hits; inhibition, % at 9.99 µM; 7,8-diaminopelargonic acid synthase BioA (Mycobacterium tuberculosis); purified M. tuberculosis BioA enzyme; in the data active = inhibition above about 40%
FadD28 FP inh: inhibitors of FadD28 bisubstrate probe binding, primary screen, biochemical, fluorescence polarization, single point. Mycobacterium tuberculosis FadD28 fatty-acid-AMP ligase. inhibition, % at 12.5 µM. 360,000 compounds, 0.22% hits; in the data active = inhibition above about 8.5%, passing the limit was not always enough
TcdB GH inh: TcdB glycohydrolase inhibitors, primary screen, biochemical, single point, plate reader; inhibition, % at 9.99 µM; TcdB glycohydrolase enzymatic assay; Toxin B (Clostridioides difficile), P18177; 350,000 compounds, 0.24% hits; in the data active = inhibition above about 10%
UGM FP inh: M. tuberculosis UGM enzyme inhibitors, primary screen, biochemical, fluorescence polarization, single point. 320,000 compounds, 0.06% hits. inhibition, % at 10 µM. purified UGM, fluorescence polarization probe displacement; in the data active = inhibition above about 10%, passing the limit was not always enough
Target sequence (P9WIQ1 whole entry, looked up): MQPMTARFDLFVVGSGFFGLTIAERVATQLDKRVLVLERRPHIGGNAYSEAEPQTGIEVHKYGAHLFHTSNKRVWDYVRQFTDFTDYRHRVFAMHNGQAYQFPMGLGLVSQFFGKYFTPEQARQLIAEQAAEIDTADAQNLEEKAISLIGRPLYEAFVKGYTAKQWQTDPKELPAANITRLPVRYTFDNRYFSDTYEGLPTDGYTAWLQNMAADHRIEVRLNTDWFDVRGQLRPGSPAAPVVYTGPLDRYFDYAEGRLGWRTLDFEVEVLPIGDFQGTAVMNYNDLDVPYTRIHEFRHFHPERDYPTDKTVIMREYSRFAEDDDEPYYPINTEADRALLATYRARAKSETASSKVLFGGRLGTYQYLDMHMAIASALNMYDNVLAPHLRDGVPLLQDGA
PfHsp40 rescue: rescue of yeast from PfHsp40 toxicity, primary screen, S. cerevisiae, ATP luminescence. S. cerevisiae expressing PfHsp40, growth rescue. growth rescue, % at 12.5 µM. 340,000 compounds, 0.68% hits; in the data active = growth rescue above about 28%, passing the limit was not always enough;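 also: yeast W303a lacking pdr1 and pdr3 grown in galactose medium; growth measured after three days at 30 °C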
Starred values were filed as active, the others as inactive; i = inactive; x = not tested or not shown; + = active, no number; & = joins results of further samples.

SMILES	GDH-TPI inh	Vc quorum ag	Y pestis TopoI	Mtb FBA inh	BioA inh	FadD28 FP inh	TcdB GH inh	UGM FP inh	PfHsp40 rescue
CCc1cccc(C)c1NC(=O)C1CC=CCC1C(=O)O (stereo not drawn)	-2	-0.4	10	2	x	0.4	-0.2	3.1	0.2
Cc1ccc(O/C=C2\OC(=O)c3ccccc32)cc1	4	-0.3	-4	-12	x	-3.6	x	0.1	1.2
Cc1ccc(C)c(SCC(=O)OCC(=O)Nc2ncc(C(F)(F)F)cc2Cl)c1	8	i	-4	-2	x	-0.6	-0.5	-0.8	0.0
Cc1ccc(S(=O)(=O)N(C)c2ccc(OC(=O)CN3C(=O)NC(C)(c4ccccc4)C3=O)cc2)cc1C (stereo not drawn)	12	i	-1	3	-1.7	-1.0	0.9	x	0.5
O=c1oc2cc(O)ccc2cc1S(=O)(=O)c1ccccc1	15	0.6	-4	+	-0.2	0.3	1.3	0.9	-0.9
Cc1ccc(C)c(S(=O)(=O)N2CCCOC2CNC(=O)C(=O)NCc2ccncc2)c1 (stereo not drawn)	9	-3.3	10	4	x	0.8	-0.4	2.4	1.2
CCOc1ccc2nc(SCC(=O)N3CCN(C(=O)c4ccco4)CC3)sc2c1	11	-0.4	8	-4	0.3	0.7	x	0.0	-1.4
COC(=O)C1=C(c2ccc(F)cc2OCc2ccccc2)C[C@@H]2CC[C@H]1N2C(=O)NCc1cccc(OC)c1	0	i	39	-2	-1.4	-2.2	1.7	-1.5	6.7
CCCc1nnc(NC(=O)CSc2nnc(-c3ccco3)n2C)s1	4	-0.2	7	1	-1.8	0.9	-0.3	3.2	-0.3
O=C(CNS(=O)(=O)c1ccccc1)Nc1ccccc1Br	0	i	-2	3	0.0	-1.7	-1.3	-0.4	-1.1
COCCCn1c(C)nnc1-c1cnn(-c2ccccc2)c1N	1	-0.1	0	2	x	-1.6	0.4	-0.1	-1.1
COc1cc(C2NC(=O)NC(C)=C2C(=O)Nc2cccc(C)c2C)cc(OC)c1OC (stereo not drawn)	-2	i	3	-2	-1.3	-0.6	x	5.0	-1.0

Quoted from the results shown, 2 compounds:
SMILES	GDH-TPI inh	Vc quorum ag	Y pestis TopoI	Mtb FBA inh	BioA inh	FadD28 FP inh	TcdB GH inh	UGM FP inh	PfHsp40 rescue
CCc1cccc(C)c1NC(=O)C1CC=CCC1C(=O)O (stereo not drawn)	-2	-0.4	10	2	x	0.4	-0.2	3.1	0.2
Cc1ccc(O/C=C2\OC(=O)c3ccccc32)cc1	4	-0.3	-4	-12	x	-3.6	x	0.1	1.2

Structural class, those above with a halogen
SMILES	GDH-TPI inh	Vc quorum ag	Y pestis TopoI	Mtb FBA inh	BioA inh	FadD28 FP inh	TcdB GH inh	UGM FP inh	PfHsp40 rescue
Cc1ccc(C)c(SCC(=O)OCC(=O)Nc2ncc(C(F)(F)F)cc2Cl)c1	8	i	-4	-2	x	-0.6	-0.5	-0.8	0.0
COC(=O)C1=C(c2ccc(F)cc2OCc2ccccc2)C[C@@H]2CC[C@H]1N2C(=O)NCc1cccc(OC)c1	0	i	39	-2	-1.4	-2.2	1.7	-1.5	6.7
O=C(CNS(=O)(=O)c1ccccc1)Nc1ccccc1Br	0	i	-2	3	0.0	-1.7	-1.3	-0.4	-1.1

Next compounds:
SMILES	GDH-TPI inh	Vc quorum ag	Y pestis TopoI	Mtb FBA inh	BioA inh	FadD28 FP inh	TcdB GH inh	UGM FP inh	PfHsp40 rescue
O=C(CN1C(=O)NC2(CCCC2)C1=O)Nc1ccc(F)c([N+](=O)[O-])c1	-1	-0.1	-5	1	x	-1.2	0.9	0.5	0.2
COc1ccc(N2CCN(CC(O)COc3cc(C)cc(C)c3)CC2)cc1 (stereo not drawn)	-4	-0.4	16	2	2.0	-2.8	0.4	-1.6	-0.7
O=C(CN1C(=O)NC2(CCCCCC2)C1=O)NCc1ccco1	8	i	-3	6	0.1	0.3	x	-0.6	0.6
CCOC(=O)c1c(C)[nH]c(C)c1C(=O)CSc1nc2ccccc2c(=O)n1-c1ccc(F)cc1	0	-0.7	17	1	x	-2.7	0.8	3.0	x
COc1cc(NC(=O)CN2CCN(c3ccccc3F)CC2)cc(OC)c1	8	-0.6	1	1	1.9	-3.3	x	1.1	2.3
C[C@H](CO)N1C[C@H](C)[C@@H](CN(C)C(=O)Nc2ccccc2)Oc2c(NC(=O)Nc3ccccc3)cccc2C1=O	1	1.0	9	1	4.0&0.0	-4.7	1.0&1.1	-1.9	0.4
CC(=O)N[C@@H](Cc1c[nH]c2ccccc12)C(=O)OCC(=O)NCc1ccc2c(c1)OCO2	-4	2.9	-2	2	-0.1	-3.9	0.7	1.2	-2.3
COc1ccc(Nc2ccc(C(N)=O)cc2[N+](=O)[O-])cc1	-3	i	-12	1	x	-0.9	1.8	2.4	0.7
COC(=O)NNC(=O)C1CCC(C(=O)NNC(=O)OC)CC1 (stereo not drawn)	-1	i	2	2	-0.8	-2.3	x	-0.4	-0.5
CCCOc1ccc(C2NC(=S)NC(c3ccccc3)=C2C(=O)Nc2ccc(C)cc2)cc1OC (stereo not drawn)	4	i	13	-5	x	-4.1	x	-1.0	1.4
CN(Cc1ccccc1)c1nc(N)c([N+](=O)[O-])c(NCc2ccccc2)n1	31*	-0.3	18	-1	2.5	-0.5	x	-1.1	-1.1
CCSc1cc(N2CCCC2)nc(-c2ccc(C)cc2)n1	0	-0.2	8	1	x	-2.7	x	0.3	0.4
Cc1ccc(NC2=NC(c3ccc(F)cc3)n3c(nc(C)cc3=O)N2)cc1 (stereo not drawn)	-4	-0.7	5	-3	-0.5	-2.2	-0.3	1.2	-0.3
Cc1nn(CC(=O)Nc2nc3ccccc3s2)c(C)c1[N+](=O)[O-]	6	i	-5	0	1.1	1.5	x	3.1	1.1
COc1ccccc1Nc1ncnc2nc[nH]c12	2	i	2	5	0.1	-2.8	x	0.8	0.3
O=C1c2ccccc2-c2nccnc21	-6	-0.1	-5	20	-2.0	-3.6	x	-0.4	0.5
CCN(CC(=O)Nc1ccc(NC(C)=O)cc1)C(=O)Cc1c(Cl)cccc1Cl	-1	-0.2	-1	2	-1.7	-2.0	-0.2	-2.8	-1.3
COc1ccc(NC(=O)NC2CCCc3ccccc32)c(OC)c1 (stereo not drawn)	4	-0.3	4	0	-1.3	1.8	1.2	0.7	-0.6
O=S(=O)(/N=C(/c1ccccc1)N1CCOCC1)c1ccc(F)cc1F	-5	i	5	-1	-1.1	0.0	0.2	-1.5	1.1
O=c1[nH]cc(N2CCCCCC2)c(=O)[nH]1	25	-1.0	-8	-3	-0.9	-0.7	0.0	-3.0	0.2
Cc1cc2oc(C(=O)Nc3c(C)n(C)n(-c4ccccc4)c3=O)c(C)c2cc1Cl	-8	-0.1	23	-5	x	-6.2	0.5	1.0	0.6
COc1ccc(Br)cc1S(=O)(=O)N1CCN=C1c1ccccc1	-7	-0.3	3	7	1.1	-1.2	0.6	0.0	0.4
COCCOC(=O)C1=C(C)NC(=O)NC1c1ccc(Cl)cc1 (stereo not drawn)	8	-0.4	-7	1	-4.6	-0.6	x	-0.3	0.2
O=C(NCc1ccncc1)C(=O)NCC(c1ccco1)N1CCN(c2ccc(F)cc2)CC1 (stereo not drawn)	7	-0.4	11	-4	5.8	-2.6	x	0.6	-0.9
COc1ccc(S(=O)(=O)N2CCCOC2CNC(=O)C(=O)NCCO)cc1 (stereo not drawn)	-9	-0.4	-6	0	-0.1	-1.7	-6.7	x	x
COc1ccc(C=Nc2cccc3c(=O)[nH][nH]c(=O)c23)c2ccccc12	31*	-0.5	-5	5	0.0	0.1	x	-1.5	1.0
O=c1[nH]c(NCCO)c(N=Cc2ccccc2)c(=O)[nH]1	0	-0.5	2	85*	-1.2	-1.8	0.2	-0.2	1.0
O=C(NCc1csc(-c2ccccc2)n1)c1cc(F)cc2c1OCOC2	5	-1.6	14	0	1.3	-7.6	1.6	1.3	-0.5
COc1ccccc1C(=O)NCCC(=O)NCC(c1ccc(F)cc1)N1CCOCC1 (stereo not drawn)	-6	2.4	1	2	x	-4.1	-0.2	0.0	-0.7
CCOC(=O)CNC(=O)CSc1nnc(NC(=O)c2ccc(S(=O)(=O)N3CCOCC3)cc2)s1	12	-0.6	-1	1	0.3	-0.5	0.5	-0.8	-1.1
COc1ccc(OC)c(CCNC(=O)C2CCN(c3ncnc4c3nc3n4CCCCC3)CC2)c1	3	-0.2	4	2	-1.5	-0.3	0.8	-0.1	1.5
CCCCn1c(N)c(N(CCOC)C(=O)CN2CC=C(c3ccccc3)CC2)c(=O)[nH]c1=O	-4	i	7	3	x	-1.8	0.8	1.3	0.4
COc1cc(S(=O)(=O)N2CCOCC2)ccc1NC(=O)COC(=O)C12CC3CC(CC(C3)C1)C2	-12	i	22	-2	1.1	-4.2	x	1.5	1.1
O=C(O)c1ccc(/C=N/N2CCN(Cc3cccc4ccccc34)CC2)cc1	0	i	-1	1	-2.5	1.0	0.6	0.2	1.4
O=C(NCCc1ccccc1)C1CCN(S(=O)(=O)c2cccc3nsnc23)CC1	7	-0.2	2	1	0.9	-3.5	x	-0.9	0.8
CCc1ccc(/C=N/NC(=O)c2c[nH]c3ccccc23)s1	50*	-0.4	-4	3	3.5	1.5	x	-0.4	0.5
COc1ccc(-c2nc(CN3CCN(C(=O)c4ccco4)CC3)c(C)o2)c(F)c1	-4	x	13	-2	2.5	1.5	1.3	-2.1	0.4
O=C(COC(=O)CCc1ccccc1)Nc1cc(S(=O)(=O)N2CCOCC2)ccc1N1CCCC1	0	-0.3	15	3	x	-3.1	4.1	2.9	0.6
Cc1ccc2[nH]c(C(=O)N3CCCC(Nc4ccc(F)cc4)C3)cc2c1 (stereo not drawn)	0	i	18	0	0.0	-0.4	0.1	2.5	0.1
O=C(/C=C/c1ccccc1[N+](=O)[O-])OCC(=O)N1CCN(c2ccccc2)CC1	-1	4.5	24	-2	-2.1	-1.9	0.3	x	x
CCn1c(=O)n(CC)c2cc(NC(=O)c3ccccc3Cl)ccc21	-7	i	3	0	8.0	-4.1	-2.2	-1.1	0.3
Cc1ccc(C(C)NC(=O)c2ccncc2)c(C)c1 (stereo not drawn)	2	-0.2	-4	4	-1.1	-2.2	0.9	0.8	-1.4
COc1ccc(Cl)c(-c2cc(C(=O)Nc3ccc(C)c(NS(C)(=O)=O)c3)[nH]n2)c1	9	4.5	-5	5	0.8	-3.4	2.2	x	x
Cn1c(=O)c2c(nc(CN3CCc4ccccc4C3)n2Cc2ccccc2F)n(C)c1=O	1	x	2	3	3.1	-3.0	x	-2.6	0.7
Cc1ccsc1C(=O)N1CCC1(C)C(=O)NCc1cccc2ccccc12 (stereo not drawn)	12	i	36	-1	-0.3	0.4	2.0	x	x
CN(CC(=O)NCC(c1ccco1)N1CCCCC1)S(=O)(=O)c1ccc(Cl)cc1 (stereo not drawn)	-1	i	-9	-1	0.4	-1.6	-0.2	-1.2	-0.5
O=S(=O)(Nn1cnnc1)c1ccccc1Cl	-1	i	0	-2	0.7	0.3	x	-0.7	0.1

Of the compounds above, these contain a thiophene ring, fused or not:
SMILES	GDH-TPI inh	Vc quorum ag	Y pestis TopoI	Mtb FBA inh	BioA inh	FadD28 FP inh	TcdB GH inh	UGM FP inh	PfHsp40 rescue
CCc1ccc(/C=N/NC(=O)c2c[nH]c3ccccc23)s1	50*	-0.4	-4	3	3.5	1.5	x	-0.4	0.5
Cc1ccsc1C(=O)N1CCC1(C)C(=O)NCc1cccc2ccccc12 (stereo not drawn)	12	i	36	-1	-0.3	0.4	2.0	x	x
